# Compound activity: PubChem BioAssay, several laboratories
# CF NFkB block: cystic fibrosis NF-kB activation inhibition; KKLEB NF-kB-GFP reporter, PAF-induced, GFP fluorescence overnight; inhibition, % at 5 µM; hit rate 0.86% among 360,000;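 active = at least 50% inhibition at 5 µM, scaled per plate between neutral and stimulator controls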;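 note: PAF is a Pseudomonas aeruginosa culture filtrate used as stimulus; plate controls were PAF-stimulated DMSO wells for no effect and unstimulated DMSO wells for full effect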
# KKLEB tox: counter-screen for CF NF-kB inhibitors: cytotoxicity; KKLEB CF airway cells viability, ATPlite luminescence, overnight; stronger effect = lower value; cells stimulated with P. aeruginosa culture filtrate; hit rate 0.36% among 360,000; activity change (cytotoxicity), % at 5 µM;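 active = corrected activity change at or below -50% at 5 µM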
# NR2E3 ag-1: NR2E3 (human) agonism; Q9Y5X4; GST-NR2E3/biotin-RetCOR TR-FRET, 1536-well; inhibition of corepressor binding, % at 4.78 µM; hit rate 0.12% among 320,000; AID 2300;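 active = percent inhibition above the cutoff of mean plus 3 SD of all tested compounds, set per screening campaign, cut at about 20% in these data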;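 note: 0% = DMSO wells and 100% = biotin wells as full block of FRET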
# Target sequence (Q9Y5X4 whole entry, looked up): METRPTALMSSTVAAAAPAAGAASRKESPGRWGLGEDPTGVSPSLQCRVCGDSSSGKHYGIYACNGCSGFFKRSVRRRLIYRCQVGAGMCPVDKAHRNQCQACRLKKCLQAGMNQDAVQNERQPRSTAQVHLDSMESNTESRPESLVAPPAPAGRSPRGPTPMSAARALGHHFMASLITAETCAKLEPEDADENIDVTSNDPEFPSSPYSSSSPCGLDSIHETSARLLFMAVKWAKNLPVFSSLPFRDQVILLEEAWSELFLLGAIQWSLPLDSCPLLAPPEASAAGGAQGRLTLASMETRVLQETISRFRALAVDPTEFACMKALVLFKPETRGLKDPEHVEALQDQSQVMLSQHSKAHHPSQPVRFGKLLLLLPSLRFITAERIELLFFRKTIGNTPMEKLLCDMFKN
#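 Test system: GST-NR2E3 and biotin-RetCOR proteins | Quantity: 1.35 nM GST-tagged NR2E3 final | Medium: Tris pH 7.5 | Also added: 7 nM biotin-RetCOR | Dosing: Compound at 4.8 µM, single dose | Timing: 5 h at 4 °C | Detection: Time-resolved FRET | Read-out basis: Percent inhibition | Benchmarks: Biotin wells as high control, 0.6% DMSO wells as low control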
# TROY NFkB inh: inhibitors of TROY-dependent NF-kB signaling; Q293 LMP1-TROYcd NF-kB luciferase reporter, 4 h; inhibition, % at 10 µM; hit rate 0.98% among 360,000; AID 1347056;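 active = compounds whose plate-normalised and pattern-corrected inhibition of the luciferase reporter signal at the single screening dose is 50% or more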
# HIF-2a block: HIF-2a inhibition; 786-0 RCC cells HIF-2a reporter, luciferase luminescence, overnight; inhibition, % at 18.8 µM; hit rate 0.72% among 360,000; AID 624352;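 active = inhibition of the luminescence signal of 40% or more relative to plate controls, in a single-dose primary screen at 18.75 µM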
# MITF TRPM1 inh: reduces MITF-dependent TRPM1 promoter luciferase signal; inhibition, % at 12.5 µM; hit rate 0.83% among 330,000; SK-MEL-5 TRPM1 promoter luciferase, 24 h; AID 488899;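 active = mean inhibition across replicates of 60% or more, whatever share of single replicates reaches that level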; note: values of inactives mirror those of a sister screen read the other way
# Peg3 prom inh: inhibitors of Peg3 promoter. inhibition, % at 20 µM. AID 588405. hit rate 1.7% among 360,000. HeLa PEG-Prom luciferase reporter, luminescence, overnight;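 active = inhibition of at least 50% at 20 µM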
# C8 TRAIL sens: sensitizes caspase-8 expressing cells to TRAIL; inhibition (viability loss, TRAIL sensitization), % at 10 µM; hit rate 1% among 360,000; AID 624354; NB7+C8 cells + TRAIL, ATPlite viability luminescence;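 active = compounds causing at least 50% loss of cell viability in the single-dose screen, relative to plate controls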
# NR2E3 ag-2: human photoreceptor-specific nuclear receptor agonism. Q9Y5X4. CHO-S Gal4-NCOR/VP16-NR2E3 two-hybrid, luciferase. inhibition of corepressor binding, % at 3.98 µM. hit rate 0.35% among 360,000. AID 602229;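 active = inhibition above the mean of all tested compounds plus 3 SD, cut at about 70% in these data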;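 note: 0% = DMSO with NR2E3 transfected cells and 100% = cells lacking NR2E3 construct; higher means lower luciferase signal from less NR2E3 corepressor binding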
# TWEAK Fn14 block: blocks TWEAK-Fn14 interaction in a reporter cell assay; AID 1159606; hit rate 2% among 360,000; TWEAK-stimulated Fn14 reporter cells, luciferase luminescence, 8 h; inhibition, % at 10 µM; in the data active = inhibition above about 50%
# Shn3 inh set2: reduces Shn3 3'UTR luciferase signal in osteoblasts; AID 588674; inhibition, % at 12.5 µM; Clone20 osteoblast Shn3 3'UTR firefly luciferase, 24 h; hit rate 0.52% among 360,000;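 active = mean inhibition of at least 75% with every replicate also reaching 75%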;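 note: 0% = median of neutral control wells and 100% = pilot-screen positive control compound; some compounds past the cut are filed as inactive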
# * marks the source's active call; other numbers are inactive results; nt = not tested or not shown. Some of the compounds tested; count on the stated rates, not on these rows.
SMILES,CF NFkB block,KKLEB tox,NR2E3 ag-1,TROY NFkB inh,HIF-2a block,MITF TRPM1 inh,Peg3 prom inh,C8 TRAIL sens,NR2E3 ag-2,TWEAK Fn14 block,Shn3 inh set2
O=[N+]([O-])c1ccc(-n2cc(-c3ccccc3)nn2)cc1,1,4,-3,-54,-242,-80,-192,-10,-58,-26,-62
CN(C)/C=C/c1c([N+](=O)[O-])c2ccc(O)cc2n1-c1ccccc1,84*,-3,0,18,28,-12,52*,-3,-25,48,4
COc1ccc(S(=O)(=O)Nc2nc3c(s2)C(=O)CC(C)(C)C3)cc1,6,-1,6,-9,9,-6,13,-17,18,8,-1
COc1ccc(C(=O)Nc2cccc(C(=O)NCc3ccco3)c2)cc1,7,0,2,-70,-47,-21,-48,6,-34,-22,16
CCN(C(=O)c1ccncc1)c1c(N)n(Cc2ccccc2)c(=O)[nH]c1=O,-9,7,nt,-8,9,-9,16,-8,4,-3,-2
COc1cc(CN2CCCC(N3CCN(c4ccccc4C)CC3)C2)ccc1O (configuration not stated),-6,-1,3,0,14,2,8,-5,-20,17,-15
CCOC(=O)c1c(NC(=O)COC(=O)c2cnccn2)sc(C(=O)NC)c1C,12,-5,1,-32,3,-7,4,-9,-13,-8,5
Cc1csc(C(C#N)C(=O)c2ccc(S(=O)(=O)N3CCCC3)cc2)n1 (configuration not stated),22,-1,0,15,4,7,-7,-3,-11,7,14
Cc1ccc(S(=O)(=O)N2CCC(C(=O)NCc3ccccc3CN3CCCC3)CC2)cc1,2,1,nt,0,7,-28,0,2,-19,22,19
CCN(CC(=O)NCc1cccs1)C(=O)c1ccc(S(=O)(=O)Nc2ccccc2F)cc1,-10,4,-1,2,12,8,-18,11,20,4,2
CC(C)c1ccc(S(=O)(=O)N2CCN(C(=O)Cc3ccsc3)CC2)cc1,3,17,-4,-25,20,-4,12,12,10,-6,7
Cc1ccc(-c2cc(=O)[nH][nH]2)c(C)c1,6,-2,-1,18,4,9,-4,4,-18,12,-3
CCCC(=O)C1=C(O)C(C(=O)OC)C(C)(C)CC1=Nc1cccc([N+](=O)[O-])c1 (configuration not stated),16,-7,4,-9,8,-8,17,8,21,4,10
O=C1c2ccccc2C(Nc2ccc3c(c2)OCCO3)N1c1ccc(Cl)cn1 (configuration not stated),13,-18,0,-1,-130,-23,-23,-2,-77,15,-7
COC(=O)c1ccc(COc2ccccc2OC)o1,-7,3,-2,1,-39,-23,-30,-11,-11,-13,-16
COCCNC(=O)c1cn(C)c2ccc(S(=O)(=O)N3CCCCC3)cc2c1=O,37,3,3,-10,19,14,32,39,-19,4,18
COc1ccccc1OCC(=O)Nc1cc(NC(=O)COc2ccccc2OC)cc(C(=O)O)c1,-10,-8,-3,16,18,13,10,3,8,2,13
O=C(CCC(=O)N1CCN(c2ccc(O)cc2)CC1)c1cccs1,-9,4,-4,-21,-29,-4,-25,-11,1,-11,1
O=C1c2ccccc2C(=O)N1OCc1c(F)cccc1Cl,10,2,4,1,7,-3,11,5,-27,-11,-8
Clc1ccc(-c2nc3ccc(Cl)cn3c2Cc2ccsc2)cc1,-25,-3,nt,-33,-283,nt,-164,9,-32,14,-61
O=C(CC1CCCCC1)c1c(O)c2ccccc2oc1=O,4,-20,-1,16,-26,4,-22,54*,-15,-13,-29
Cc1cc(C)c(OCC(=O)NCC(C)(C)N2CCOCC2)c(C)c1,-10,2,-1,15,9,-5,11,0,1,1,-93
COc1ccc([N+](=O)[O-])cc1NC(=O)CCN1CCN(c2ccccc2)CC1,-1,1,0,-6,5,3,12,-4,-6,-44,23
NNC(=O)C1CC1c1ccc(Cl)cc1 (configuration not stated),1,9,-4,-3,15,-15,6,9,-28,-8,-11

# Only TROY NFkB inh, for two of the compounds above:
structure	TROY NFkB inh
COc1ccc([N+](=O)[O-])cc1NC(=O)CCN1CCN(c2ccccc2)CC1	-6
NNC(=O)C1CC1c1ccc(Cl)cc1 (configuration not stated)	-3

# Following part:
SMILES,CF NFkB block,KKLEB tox,NR2E3 ag-1,TROY NFkB inh,HIF-2a block,MITF TRPM1 inh,Peg3 prom inh,C8 TRAIL sens,NR2E3 ag-2,TWEAK Fn14 block,Shn3 inh set2
O=C(c1ccccc1NS(=O)(=O)c1ccccc1)N1CCCCCC1,-5,-1,0,3,20,19,3,-1,3,10,7
CN1CCN(Cc2cc(=O)oc3cc4c(cc23)CCC4)CC1,-13,4,3,-12,24,15,6,21,-16,-17,-3
CCCC1=NN(C(=O)Cc2ccc(OC)cc2)C(O)(C(F)(F)F)C1 (configuration not stated),6,14,0,4,15,-9,-12,1,-10,16,-4
COc1ccccc1NS(=O)(=O)c1cccc(C(=O)NCC(c2ccccc2OC)N2CCCC2)c1 (configuration not stated),3,7,3,-24,-2,-16,-4,22,-9,6,-1
COc1ccc(OCC(=O)NNC(=S)NC(=O)C2CC2)cc1,37,-14,nt,3,5,-9,-2,3,17,3,14
CCOc1ccc(/C=C2\SC(=S)N(Nc3ccccc3)C2=O)cc1OC,3,3,-1,-40,-83,-10,-75,-4,0,-26,-4
CCCCCCCCN1C(=O)[C@H](CC(=O)N2CCCC2)C[C@@]2(C(=O)OCC)CCCC=C12,nt,nt,nt,-9,8,nt,nt,-1,20,-11,nt
O=C(NC1CCN(Cc2ccccc2)CC1)c1ccc(N2CC3CC(C2)c2cccc(=O)n2C3)c([N+](=O)[O-])c1 (configuration not stated),-11,-4,-1,2,20,-5,11,-15,-29,6,2
CCOc1cc(/C=N/NC(=O)c2cccnc2)ccc1OCC(=O)N(C)C,-9,14,1,15,18,6,3,-2,-25,-5,-1
Cc1cccc(NS(=O)(=O)c2ccc(-c3ccc(=O)[nH]n3)o2)c1,-12,1,-1,-27,7,5,-4,31,6,28,0
COc1ccc(Cl)cc1NC(=S)NCCC(c1ccccc1)c1ccccc1,-7,8,2,25,18,-1,32,0,-28,27,15
COC(=O)c1cc(OC)c(OC)cc1NC(=O)c1ccccc1C,10,2,-1,-14,9,5,15,4,-14,-8,8
Cc1ccc(C)c(CSc2nnc(-c3cccnc3)o2)c1,16,-10,4,-21,-174,-3,-97,-11,-23,-12,-1
CCN(CC(=O)Nc1ccc2c(c1)OCCO2)C(=O)c1ccc([N+](=O)[O-])s1,-10,-4,1,-24,-21,71*,-32,4,6,-3,-3
CCOC(=O)C1CCN(c2c(N(C)Cc3ccco3)c(=O)c2=O)CC1,18,-12,0,1,11,4,0,-25,-32,-15,1
CC(=O)N1c2ccc(S(=O)(=O)NCC3CCC(C(=O)N(C)Cc4ccccc4)CC3)cc2CC1C (configuration not stated),-29,13,1,18,12,7,-2,-1,21,9,41
Cc1cc(C)n2cc(CSc3ccccn3)nc2n1,11,-7,1,-7,18,8,11,1,-16,6,-12
O=C(COC(=O)c1ccccc1Nc1ccccc1)NCc1ccccc1Cl,-13,5,1,13,22,-1,10,-9,-20,-10,-8
Cc1ccc(N(CC(N)=O)C2SC(=O)N(Cc3cccc(C(=O)O)c3)C2=O)cc1 (configuration not stated),8,-1,2,8,0,-7,11,-1,5,18,20
Cc1cccc(N2C(=O)N3[C@H](c4ccc(Br)cc4)[C@@H]4C(=O)N(C(C)(C)C)C(=O)[C@@H]4[C@]3(Cc3ccc(Cl)cc3)C2=O)c1,12,-12,5,1,6,-2,3,-7,-11,15,16
Cn1c(=O)c2c(ncn2CC(=O)OCC(=O)Nc2sccc2C(N)=O)n(C)c1=O,36,-5,4,-10,13,3,13,-12,-14,0,3
COC(=O)C1CCN(C(=O)N2CCOCC2)CC1,-2,-2,3,0,12,-14,20,9,-26,-7,1
O=C(CSc1nnnn1C1CCCC1)Nc1ccc2c(c1)OCCO2,9,-6,-4,-74,-100,-16,-115,2,-39,-12,-6
Cc1ccc2c(c1)C1OCCC1C1N2C(=O)C2C(C(=O)O)C3C=CC21O3 (configuration not stated),18,-3,0,-2,-2,4,6,-19,-3,-3,-5
O=C(O)c1ccc(CCCc2ccccc2)cc1,16,-8,nt,-34,-46,-3,-31,6,-19,-4,-3
CC1=C(C(=O)N(C)C)C(c2ccc(C)s2)NC(=S)N1 (configuration not stated),-10,-2,-2,-2,15,7,1,-3,3,-16,1
CCOC(=O)C(=O)Nc1ccccc1C(=O)NC(C)C,7,0,2,13,9,4,-12,-14,-2,19,0
CCOC(=O)N1CCC(NC(=O)CCS(=O)(=O)c2ccc3c(c2)CCN3C(C)=O)CC1,3,5,0,-16,7,-2,0,-4,-15,-29,-12
CCCCn1c(-c2cccnc2)n[nH]c1=S,3,-3,1,-11,13,0,5,-12,-6,-19,10
Cc1c(C(=O)N(C)C2CCCCC2)sc2ncnc(N3CCN(c4ccccc4)CC3)c12,27,1,-2,42,7,0,26,13,-11,17,4
Cc1cccc(C)c1NC(=O)C1(N(Cc2ccco2)C(=O)c2ccccn2)CCCC1,4,0,4,4,21,-9,22,-4,-2,-26,3
O=C(COC(=O)CNC(=O)C1CCCCC1)Nc1ccc(Cl)cn1,14,-1,-2,-1,7,-8,6,-2,3,4,-19
CCOC(=O)N1CCN(C(=O)C2CCN(C(=O)c3cc(OC)cc(OC)c3)CC2)CC1,-9,-1,2,-4,5,-6,-4,2,0,12,-1
CC1(C)CC(NNCCC#N)=CC(=[N+]2CCCC2)C1,-16,6,1,-5,5,6,1,-6,-58,-9,4
CCOC(=O)C1CCN(CC(=O)NC(=O)NC2CCCCC2)CC1,4,-4,1,-15,12,-5,6,-11,14,21,9
COc1cc(OC)cc(C(=O)Nc2ncc3c(n2)CC(C)CC3=O)c1 (configuration not stated),7,-3,0,-2,-7,1,15,-7,11,-7,13
CC[C@H](C)[C@@H]1NC(=O)[C@@H](CC(C)C)NC(=O)[C@H](C(C)C)NC(=O)[C@H]2CSSC[C@H](NC1=O)C(=O)N2,82*,-106*,nt,86*,96*,nt,98*,94*,102*,107*,89*
CSc1ncccc1C(=O)Nc1cccc(S(=O)(=O)N2CCCCCC2)c1,10,9,nt,9,14,3,22,-15,-16,8,8
Cc1nn(CC(O)Cn2cnc3c2c(=O)n(C)c(=O)n3C)c(C)c1Br (configuration not stated),12,-4,0,7,10,2,12,-9,-1,2,9
CC1=CC(C)(C)N2C(=O)C3(SCC(=O)N3c3ccc(O)cc3)c3cc(C)cc1c32 (configuration not stated),15,7,1,28,27,7,12,8,24,14,8

# Looked up above:
# `CC[C@H](C)[C@@H]1NC(=O)[C@@H](CC(C)C)NC(=O)[C@H](C(C)C)NC(=O)[C@H]2CSSC[C@H](NC1=O)C(=O)N2` in C8 TRAIL sens: 94*
# `Cc1nn(CC(O)Cn2cnc3c2c(=O)n(C)c(=O)n3C)c(C)c1Br` (configuration not stated) in Peg3 prom inh: 12
# `CSc1ncccc1C(=O)Nc1cccc(S(=O)(=O)N2CCCCCC2)c1` in TROY NFkB inh: 9
